# LMP1 NFkB inh: EBV LMP1-driven NF-kappaB luciferase reporter inhibitors, primary screen, cell-based, luminescence, single point; LMP1-induced NF-kappaB luciferase reporter cells; inhibition, % at 12.5 µM; 350,000 tested, 0.69% active; AID 504558, 2011; in the data active = inhibition above about 41%;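 note: 0% = neutral control wells and 100% = reference inhibitor control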
# TRAIL sens C8: viability loss with TRAIL in NB7+C8 cells, primary screen, TRAIL sensitizer project, cell-based, ATPlite luminescence | inhibition (viability loss, TRAIL sensitization), % at 10 µM | 360,000 tested, 1% active | AID 624354, 2012;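 active = compounds causing at least 50% loss of cell viability in the single-dose screen, relative to plate controls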
# TWEAK-Fn14 inh: inhibitors of TWEAK-Fn14 signaling, primary screen, luciferase reporter cells, uHTS | TWEAK-stimulated Fn14 reporter cells, luciferase luminescence, 8 h | inhibition, % at 10 µM | 360,000 tested, 2% active; in the data active = inhibition above about 50%
# TROY NFkB inh: inhibitors of TROY-driven NF-kB signaling, primary screen, Q293 LMP1-TROYcd cells, NF-kB luciferase, uHTS | Q293 LMP1-TROYcd NF-kB luciferase reporter, 4 h | inhibition, % at 10 µM | 360,000 tested, 0.98% active | AID 1347056, 2019;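 active = compounds whose plate-normalised and pattern-corrected inhibition of the luciferase reporter signal at the single screening dose is 50% or more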
# SRC1 inh: SRC1 coactivator transcriptional activity inhibitors, primary screen, cell-based, luminescence; Nuclear receptor coactivator 1 (Homo sapiens), Q15788; HEK293 GAL4-SRC1 luciferase reporter; inhibition, % at 3.6 µM; 360,000 tested, 0.12% active;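 active = inhibition above the campaign mean plus 3 SD, with each screening campaign given its own cutoff, cut at about 60% in these data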;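 note: 0% = DMSO treated cells and 100% = gossypol at 36 µM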
# SRC2 inh: inhibition of GAL4-SRC2 driven luciferase reporter, primary screen, SRC2 inhibitor project, cell-based, luminescence | Nuclear receptor coactivator 2 (Homo sapiens), Q15596 | HEK293 GAL4-SRC2 luciferase reporter | inhibition, % at 9 µM | 370,000 tested, 0.17% active;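 active = inhibition above the mean inhibition of all tested compounds plus 3 SD, set per campaign, cut at about 52% in these data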;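 note: 0% = DMSO treated cells and 100% = cells given Gossypol at 36 µM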
# NOD2-RIPK2 inh: NOD2-RIPK2 binding disruptors in cells, primary screen, fluorescence, CHO cells, BLA complementation | Receptor-interacting serine/threonine-protein kinase 2 (Homo sapiens), O43353 | CCF4 ratio | inhibition, % at 4.98 µM | 360,000 tested, 0.38% active | AID 624267, 2012; in the data active = inhibition above about 21%;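 note: 0% = vehicle only and 100% = reference blocker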
# SRC3 inh: SRC3 coactivator transcriptional activity inhibitors, primary screen, cell-based, luminescence; HEK293 GAL4-SRC3 luciferase reporter; inhibition, % at 3.6 µM; 360,000 tested, 0.17% active;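 active = inhibition above a per-campaign cutoff, the mean of all compounds plus 3 SD, cut at about 60% in these data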;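 note: 0% = DMSO-treated cells and 100% = gossypol-treated cells at 36 µM; higher means less SRC3-driven luciferase light from the GAL4 reporter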
# TLR9-MyD88 block: inhibitors of TLR9-MyD88 association in cells, primary screen, cell-based, CHO, BLA complementation, fluorescence; Toll-like receptor 9 (Homo sapiens) + Myeloid differentiation primary response protein …; CCF4 FRET ratio; inhibition, % at 4.98 µM; 340,000 tested, 0.21% active;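 active = inhibition above the mean over all tested compounds plus 3 SD, cut at about 21% in these data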;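 note: 0% = DMSO only wells and 100% = clavulanate BLA inhibitor control wells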
# COUP-TFII inh: NR2F2 transcriptional activity inhibitors, primary screen, cell-based, luciferase reporter, HEK293T, luminescence. inhibition, % at 8.6 µM. 370,000 tested, 0.7% active. AID 686940, 2013. HEK293T NGFI-A luciferase reporter. COUP transcription factor 2 (Homo sapiens), P24468;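 active = inhibition above a per-plate cutoff, mean inhibition of test wells between control levels plus 3 SD, cut at about 38% in these data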;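 note: cells cotransfected with COUP-TFII expression vector driving the NGFI-A reporter; 0% = median of COUP-TF2 test wells and 100% = reporter-only cells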
# Target sequence (P24468 whole entry, looked up): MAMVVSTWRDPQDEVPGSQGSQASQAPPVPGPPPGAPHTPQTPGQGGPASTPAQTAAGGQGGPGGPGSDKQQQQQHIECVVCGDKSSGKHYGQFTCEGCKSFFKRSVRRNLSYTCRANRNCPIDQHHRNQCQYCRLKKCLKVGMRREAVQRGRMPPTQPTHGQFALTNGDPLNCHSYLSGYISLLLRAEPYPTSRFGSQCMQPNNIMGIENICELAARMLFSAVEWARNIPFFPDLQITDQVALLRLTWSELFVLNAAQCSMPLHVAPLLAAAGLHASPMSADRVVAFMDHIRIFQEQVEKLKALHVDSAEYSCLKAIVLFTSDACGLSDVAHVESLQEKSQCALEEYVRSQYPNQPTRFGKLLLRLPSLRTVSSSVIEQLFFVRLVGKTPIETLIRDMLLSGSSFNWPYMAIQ
# LRH-1 inv ag: LRH-1 (NR5A2) inverse agonists, primary screen, cell-based, luminescence, HEK293T, StAR-luciferase reporter | LRH-1 transfected, 24 h | AID 602396, 2012 | Nuclear receptor subfamily 5 group A member 2 (Homo sapiens), O00482 | 360,000 tested, 0.13% active | inhibition, % at 3.6 µM;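 active = inhibition above the mean inhibition of all tested compounds plus 3 SD, cut at about 73% in these data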;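 note: 0% = DMSO wells and 100% = reporter-only cells lacking LRH-1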
# Target sequence (O00482 whole entry, looked up): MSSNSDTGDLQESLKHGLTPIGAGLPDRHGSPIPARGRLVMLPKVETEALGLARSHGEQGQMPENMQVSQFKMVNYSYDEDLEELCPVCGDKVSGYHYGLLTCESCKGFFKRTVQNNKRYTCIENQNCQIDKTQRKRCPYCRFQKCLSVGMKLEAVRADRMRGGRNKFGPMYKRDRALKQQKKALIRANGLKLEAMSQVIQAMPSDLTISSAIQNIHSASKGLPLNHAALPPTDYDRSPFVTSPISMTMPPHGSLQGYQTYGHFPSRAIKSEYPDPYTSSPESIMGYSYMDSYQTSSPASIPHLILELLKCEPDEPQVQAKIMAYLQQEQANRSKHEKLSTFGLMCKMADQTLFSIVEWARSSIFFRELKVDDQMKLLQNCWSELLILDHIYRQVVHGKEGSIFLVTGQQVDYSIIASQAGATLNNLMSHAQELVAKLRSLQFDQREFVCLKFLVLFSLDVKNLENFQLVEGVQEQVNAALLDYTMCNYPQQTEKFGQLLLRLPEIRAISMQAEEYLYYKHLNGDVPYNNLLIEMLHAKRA
# Starred values were filed as active, the others as inactive; nt = no result given. A portion of the library; rates above refer to the full screens.
SMILES,LMP1 NFkB inh,TRAIL sens C8,TWEAK-Fn14 inh,TROY NFkB inh,SRC1 inh,SRC2 inh,NOD2-RIPK2 inh,SRC3 inh,TLR9-MyD88 block,COUP-TFII inh,LRH-1 inv ag
CC(C)Oc1ccc(C(CC(=O)O)c2ccc(F)cc2)cc1 (configuration not stated),3,0,13,9,3,-7,1,6,0,-22,-4
Cn1c(SCC(=O)NNC(=O)Nc2ccccc2)nnc1-c1ccccc1,-3,-13,2,6,7,-4,24*,-9,15,-5,2
CC(=O)Nc1ccc(S(=O)(=O)NCCC(=O)Nc2cc(C)ccn2)cc1,-10,6,0,21,-12,0,-4,-10,0,3,-21
O=C(c1cccc([N+](=O)[O-])c1)N1CCN(c2ccc(N3CCOCC3)nn2)CC1,-6,-26,3,-16,-5,-1,-4,-2,5,-4,11
CCN(CC)S(=O)(=O)c1cc(OC)c(Cl)cc1OC,3,3,-63,-10,3,5,-1,5,-1,18,7
CC(=O)c1ccc(OCCCC(=O)NC2CCCc3ccccc32)cc1 (configuration not stated),-4,-25,-5,12,7,16,-3,19,5,2,9
CC(C)(C)c1ccc(NC(=O)CON=C(N)c2ccccc2)cc1,-7,-1,9,-23,13,-30,-5,12,-1,-7,18
Cc1ccc(S(=O)(=O)Nc2cc3c4c(c2)C(C)C(=O)N4CCC3)cc1 (configuration not stated),-6,-3,-2,6,-6,2,-5,-4,0,-6,-14
Cc1ccc(NC(=O)CCNC(=O)c2ccc([N+](=O)[O-])cc2)cc1C,0,-8,8,-1,8,-20,7,-1,1,-4,10
O=C(NCCCN1CCN(c2ccccc2F)CC1)C1CCCN(S(=O)(=O)c2cnc[nH]2)C1 (configuration not stated),2,-11,-2,8,-9,14,-5,11,-9,-6,-26
Cc1cc(C(=O)N/N=C/C(Cl)=C/c2ccccc2)c(C)o1,5,5,-32,-24,-123,-41,-4,6,-5,-13,-9
COc1ccc(NC(=O)CN2CCN(c3ccccc3F)CC2)cc1,-1,-3,6,-6,-28,-1,7,-14,-10,4,-13
NC(=O)[C@H]1CC2(CC(c3cccc(NC(=O)[C@H]4CCC(=O)N4)c3)=NO2)CN1C(=O)c1cc([N+](=O)[O-])cc([N+](=O)[O-])c1 (some centres not stated),4,1,6,-9,-1,9,-9,-42,-3,-6,-2
CCOC(=O)CC(=O)CSc1nnc2sc3ccccc3n12,-6,18,-17,-12,2,-18,4,4,8,5,2
CC(=O)Nc1ccc(-c2ccnc3c2CC(C)(C(=O)Nc2cccc(OC(F)(F)F)c2)O3)cc1 (configuration not stated),nt,-6,-36,25,13,-30,18,6,nt,8,14
COc1cc(/C=C/C(=O)c2ccc(NS(=O)(=O)c3ccc(C)cc3)cc2)cc(OC)c1O,3,-9,60*,0,15,46,1,22,10,18,19
O=C(CSc1nnnn1-c1ccc(O)cc1)Nc1ccc(N2CCOCC2)c(Cl)c1,-6,11,-38,4,-4,-22,-2,0,7,-3,10
Cc1cc(C)c(NS(=O)(=O)c2ccc3c(c2)n(C)c(=O)n3C)c(C)c1,-11,13,-5,-1,2,-13,-3,6,2,-15,10
CC(C)(C)OC(=O)Nc1ccccc1-n1nnnc1C(C(=O)c1ccc(F)cc1)N1CCOCC1 (configuration not stated),nt,-21,nt,nt,nt,-17,3,nt,nt,13,17
COC(=O)[C@@H](NC(=O)Nc1ccc(OC)cc1)C(C)C,-6,1,8,3,18,-4,0,15,1,1,15
COC(=O)c1c(C)[nH]c(C(=O)/C=C/c2ccccc2F)c1C,-25,19,51*,60*,-63,-55,-5,-107,-1,-36,-91
COC(=O)[C@@]12CCCCN1[C@H](c1ccc(-c3cccc(Cl)c3)cc1)[C@@H]1C(=O)N(C)C(=O)[C@@H]12,12,16,23,1,-3,-48,-10,0,-5,5,-10
Cc1ccc(C)c(OCCC(=O)NNC(=O)c2ccncc2)c1,0,0,8,9,-1,20,-8,10,7,-1,13
CCOC(=O)C1C(c2ccc([N+](=O)[O-])cc2)C2C(=O)NN=C2CC1(C)O (configuration not stated),nt,-14,6,-12,11,13,-2,13,nt,10,23
N#Cc1ccccc1OCC(=O)OCCCOC(=O)COc1ccccc1C#N,-2,-21,11,13,-7,14,-3,-6,-24,7,21
CCOc1cc(NC(=O)c2cccs2)c(OCC)cc1NC(=O)CCC(=O)NCC1CCCO1 (configuration not stated),-4,40,-2,22,6,13,1,-19,nt,2,4
CCC(C(=O)NC1CCCC1)N(C(=O)c1snc(C(N)=O)c1N)c1ccc(OC)c(OC)c1 (configuration not stated),3,-8,24,2,-5,-22,-1,-22,3,-6,15
O=C(CSc1c[nH]c2ccccc12)NCc1ccc2c(c1)OCO2,0,1,-24,12,-8,-10,-24,2,-5,6,6
C/C(=N\N=C(/N)SC1CC(=O)N(c2ccc(Cl)cc2)C1=O)c1cccs1 (configuration not stated),-8,-12,28,6,3,-8,-17,-1,2,-3,9
COC(=O)c1ccc(NC(=O)CCS(=O)(=O)c2ccc(Br)s2)cc1,7,23,2,-28,3,-10,-6,4,3,5,21
CC12CCC(C(=O)N(CC(O)CN3CCCCCC3)C1=O)C2(C)C (configuration not stated),-7,-6,19,-5,-11,-7,-3,0,-3,-3,-12
CN/N=C(\Cc1nc2ccccc2[nH]1)c1ccc([N+](=O)[O-])cc1,-16,-7,-18,-26,-27,-31,-13,-14,-9,1,1
CC(C)[C@H](NC(=O)c1ccccc1Cl)C(=O)OCC(=O)NC(=O)NC1CCCC1,-3,0,12,22,3,5,2,1,-5,5,20
c1ccc(OCc2nn3c(-c4cccnc4)nnc3s2)cc1,0,9,-7,-17,1,-13,-3,18,-2,17,8
O=C(Nc1cccc(C(F)(F)F)c1)Oc1ccc(Cl)c2cccnc12,11,7,74*,48,-2,3,8,3,-2,-2,20
COc1ccc2oc(C(=O)Nc3nc(-c4ccccn4)cs3)c(C)c2c1,22,45,-18,-14,-6,21,-2,-50,0,-6,-4
O=C(/C=C/c1ccccc1)OCc1cnc(Cl)s1,1,2,-3,-7,-5,-24,-8,-12,3,-12,8
CCCCCCSc1cc(-c2nc3ccc(C)cn3c2NCCCC)ccc1OC,6,25,16,-27,2,-26,-4,-24,-2,-4,22
COC(=O)C(Cc1c[nH]c2ccccc12)NC(=O)C(C)C (configuration not stated),8,-5,-19,15,-14,-2,-5,4,-6,1,-7
O=C1CCCN1c1ccc(S(=O)(=O)NCCc2ccc(Cl)cc2)cc1,11,-6,-1,15,2,nt,8,8,-7,nt,0
O=C(NC1CCCCC1)c1ccc(COc2ccccc2)o1,12,6,-2,-20,-11,0,-2,-2,8,5,-6
O=C(NC(=S)Nc1ccccc1N1CCCC1)c1ccc(F)cc1,-2,-9,23,-12,-2,1,6,-2,-7,-1,19
CCCn1c(=O)c2c(C(=O)OCC)cc(-c3ccco3)nc2n(CCC)c1=O,9,-6,-9,-9,9,-12,-4,-14,-11,10,7
CC(=O)Oc1ccc(N2C(=O)C3C4C=CC(CC4)C3C2=O)cc1[N+](=O)[O-] (configuration not stated),-3,-2,-33,-18,1,-36,-6,16,-2,-1,-11
COc1ccc(C(C)NC(=O)Cc2cccs2)cc1 (configuration not stated),36,-11,-5,-16,-8,-12,-6,3,4,7,10

# Part of the list above, reformatted.
SMILES | LMP1 NFkB inh | TRAIL sens C8 | TWEAK-Fn14 inh | TROY NFkB inh | SRC1 inh | SRC2 inh | NOD2-RIPK2 inh | SRC3 inh | TLR9-MyD88 block | COUP-TFII inh | LRH-1 inv ag
O=C(/C=C/c1ccccc1)OCc1cnc(Cl)s1 | 1 | 2 | -3 | -7 | -5 | -24 | -8 | -12 | 3 | -12 | 8
CCCCCCSc1cc(-c2nc3ccc(C)cn3c2NCCCC)ccc1OC | 6 | 25 | 16 | -27 | 2 | -26 | -4 | -24 | -2 | -4 | 22

# Following part:
SMILES,LMP1 NFkB inh,TRAIL sens C8,TWEAK-Fn14 inh,TROY NFkB inh,SRC1 inh,SRC2 inh,NOD2-RIPK2 inh,SRC3 inh,TLR9-MyD88 block,COUP-TFII inh,LRH-1 inv ag
c1ccc(OCc2nnc3sc(-c4cccs4)nn23)cc1,-6,-6,-5,-26,7,-11,-3,16,0,-1,16
CC1CCC2(CC1)NC(=O)N(CC(=O)Nc1ccc3c(c1)OCO3)C2=O (configuration not stated),-4,22,-4,-10,0,-25,0,-13,10,-3,1
COc1ccc2oc(=O)c(C(=O)NCc3ccc(C)cc3)cc2c1,-1,6,-10,-5,6,-2,1,-1,3,-26,-28
N#CC1(c2ccccc2)CCN(S(=O)(=O)c2ccc(OC(F)(F)F)cc2)CC1,1,-11,4,26,-10,9,-2,6,-7,-7,10
CCC(C)[C@H](NC(=O)NCc1ccc(Cl)cc1)C(=O)O (some centres not stated),4,-6,-4,-7,7,4,-11,11,2,-6,-2
COc1ccccc1NC(=O)C(C)Sc1nccn1C (configuration not stated),5,6,2,3,-1,8,-10,2,2,8,-10
CC(C)CC(NC(=O)C1CCCCC1)C(=O)NCc1ccccn1 (configuration not stated),-1,-14,-9,-3,-5,-5,-4,-7,2,-5,-11
CC1Cc2ccccc2N1S(=O)(=O)c1cccc(C(=O)NC2CC2)c1 (configuration not stated),1,6,-8,4,7,-8,-10,4,2,1,-6
O=C(O)CSCC(=O)NCc1ccc(Cl)cc1,2,0,20,10,7,20,-9,11,5,4,3
COc1ccccc1Oc1ccccc1C(=O)O,-12,-12,-23,1,1,3,-6,1,-4,-3,-15
N#CCCN(C(=O)COC(=O)Cc1c[nH]c2ccccc12)c1ccccc1,-3,-13,2,8,21,-13,-5,-7,-12,-3,12
COc1ccc(Oc2nccc(-c3ccc(Cl)cc3)n2)cc1,3,19,-11,-16,-10,-14,-16,-10,-9,-2,-8
COc1ccc(Cn2c(CO)cnc2SCC(=O)Nc2cccc(NC(C)=O)c2)cc1,-6,12,5,-24,7,-3,-10,17,12,4,13
CCOc1ccc(S(=O)(=O)NCCC(=O)Nc2ncccc2C)cc1,0,-6,6,-6,-10,14,-8,-15,-7,17,-6
NS(=O)(=O)c1ccc(Nc2c([N+](=O)[O-])cncc2[N+](=O)[O-])cc1,8,-6,-10,-10,5,12,-1,-1,-8,-3,36
CCOc1ccc(NC(=O)CSc2nnc(-c3cc(C)[nH]n3)n2N)cc1,-4,-10,13,3,5,4,-4,-6,1,1,40
Cc1ccc(NC(=O)c2nc3nccc(C)n3n2)c(C)c1,-5,0,-8,-34,-48,-30,-4,-49,2,-6,-54
CCC1c2ccc(C)n2CCN1C(=O)Nc1cc(Cl)ccc1OC (configuration not stated),-5,-2,-2,-7,-40,-8,-3,20,5,17,-4
Cn1nc(-c2ccc(Cl)cc2)c2cc(C(=O)NCCCN3CCCC3)sc21,-32,-2,-62,-6,2,-24,-10,-1,-4,-16,16

# Screening results as filed in PubChem BioAssay.
